# GSK3beta inhib: human GSK3beta kinase inhibitors, primary screen, biochemical, cell-free homogeneous, HTS | Glycogen synthase kinase-3 beta (Homo sapiens), P49841 | GST-GSK3beta kinase, ADP-Glo luminescence, 60 min; active compounds read low | activity score (negative = inhibition), % at 10 µM | actives 0.038% (n = 300,000) | AID 2097, 2009;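 active means more than half of replicate wells score below -50%, meaning over 50% inhibition versus plate controls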;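 further: 0% = median DMSO wells and -100% = median GW8510 positive control wells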
# Target sequence (P49841 whole entry, looked up): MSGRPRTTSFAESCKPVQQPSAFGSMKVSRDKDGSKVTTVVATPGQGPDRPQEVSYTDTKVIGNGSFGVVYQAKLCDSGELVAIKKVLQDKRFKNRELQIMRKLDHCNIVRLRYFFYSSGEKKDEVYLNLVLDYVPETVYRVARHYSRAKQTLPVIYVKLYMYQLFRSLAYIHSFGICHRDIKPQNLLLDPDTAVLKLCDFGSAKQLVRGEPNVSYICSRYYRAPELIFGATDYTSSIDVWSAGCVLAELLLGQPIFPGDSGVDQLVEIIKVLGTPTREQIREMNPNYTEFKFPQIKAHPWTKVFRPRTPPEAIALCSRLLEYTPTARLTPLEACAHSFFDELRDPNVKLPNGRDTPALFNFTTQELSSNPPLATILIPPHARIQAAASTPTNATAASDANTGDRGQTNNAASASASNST
#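 Test system – GST-tagged human GSK3beta kinase, cell-free · Incubation – 60 min enzyme reaction, room temperature · Signal – ADP-Glo luminescence · Also added – peptide substrate and ATP at 25 µM · Controls – DMSO neutral wells and GW8510 at 20 µM as positive · Buffer or medium – Tris/MgCl2 kinase buffer · Measure – Luminescence-derived activity versus plate DMSO and GW8510 wells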
# HSF-1 act: HSF-1 activators, primary screen, NIH3T3-HGL cells, MG132 stress, luminescence, single point; NIH3T3-HGL HSF-1 luciferase reporter, 8 h; 100% = twice DMSO control signal; activation, % at 9 µM; actives 1.7% (n = 300,000);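 active means mean replicate activation of at least 50% with a set share of replicates each reaching 50%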;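 further: 0% = median of the neutral control wells and 100% = twice that signal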
# Dyrk1A ADPGlo: rat Dyrk1A kinase inhibitors, primary screen, biochemical, single point, plate reader; AID 504441, 2011; ADP-Glo luminescence, NFATc1 peptide; actives 0.43% (n = 310,000); Dual specificity tyrosine-phosphorylation-regulated kinase 1A (Rattus norvegicus), Q63470; inhibition, % at 12.5 µM; in the data active means inhibition above about 50%;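 further: plate controls were vehicle with enzyme for no effect and no enzyme for full effect; many of its hits are not listed in these tables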
# Platelet DG rel: inhibitors of platelet dense granule secretion, primary screen, cell-based, MLPCN, human platelets; human platelet-rich plasma, SFLLRN dense granule ATP release, luminescence; inhibition, %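 (compounds screened at 7.5 µM in platelet-rich plasma)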; actives 0.22% (n = 300,000); AID 1663, 2009;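 active means mean replicate score, as percent of positive control, at or above 50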
# IEC-6 tox: cytotoxicity in IEC-6 intestinal epithelial cells, primary screen, cytotoxicity control for KLF5 inhibitor project, cell-based, luminescence | IEC-6 cytotoxicity, luminescence viability | inhibition, % at 5 µM | actives 0.78% (n = 290,000) | AID 1825, 2009; in the data active means inhibition above about 22%;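 further: 0% = plate median of test compound wells and 100% = cytotoxic reference compound wells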
# aSyn 5UTR inh: MLPCN primary screen, SNCA 5' untranslated region; alpha-synuclein 5'UTR reporter, inhibitor activity; inhibition, % (tested at 7.5 µM); actives 0.82% (n = 300,000); in the data active means inhibition above about 60%;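 further: H4 neuroglioblastoma cells stably carrying SNCA 5'UTR luciferase fusion; 0% = DMSO wells and 100% = positive control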
# KLF5 inh: KLF5 expression inhibitors, primary screen, DLD-1 cells, luminescence | DLD-1 KLF5 promoter-luciferase reporter | inhibition, % at 5 µM | actives 0.23% (n = 290,000);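 active means inhibition above a per-plate limit of that plate's mean compound inhibition plus 3 SD, cut at about 60% in these data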;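 further: 0% = DMSO wells and 100% = LY294002 at 200 µM; higher means less KLF5 promoter-driven luciferase light; inactives centre near -14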
# GSK3A inh: blockers of GSK3A enzyme activity – biochemical, luminescence, cell-free homogeneous, HTS, primary screen; AID 2650, 2010; actives 0.1% (n = 320,000); GSK-3 alpha kinase, ADP-Glo luminescence, 60 min; Glycogen synthase kinase-3 alpha (Homo sapiens), P49840; inhibition, % at 10 µM;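 in the data active means inhibition above about 50%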;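 further: GST-tagged GSK-3 alpha with peptide substrate and 25 µM ATP; 0% = DMSO neutral wells and 100% = GW8510 positive control wells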
# Target sequence (P49840 whole entry, looked up): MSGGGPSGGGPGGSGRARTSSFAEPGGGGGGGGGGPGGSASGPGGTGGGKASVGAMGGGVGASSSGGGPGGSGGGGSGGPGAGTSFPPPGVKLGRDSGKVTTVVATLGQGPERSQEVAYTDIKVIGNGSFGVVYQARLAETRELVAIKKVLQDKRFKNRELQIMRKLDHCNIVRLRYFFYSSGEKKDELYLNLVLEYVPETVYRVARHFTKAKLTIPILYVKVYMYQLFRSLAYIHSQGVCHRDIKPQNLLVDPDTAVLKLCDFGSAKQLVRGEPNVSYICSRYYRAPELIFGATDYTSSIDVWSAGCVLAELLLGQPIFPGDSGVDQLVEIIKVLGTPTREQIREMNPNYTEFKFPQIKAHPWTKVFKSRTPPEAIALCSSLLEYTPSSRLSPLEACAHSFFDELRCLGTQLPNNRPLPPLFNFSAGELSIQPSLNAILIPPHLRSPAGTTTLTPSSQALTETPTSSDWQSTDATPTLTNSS
# HSP90 refold inh: HSP90 inhibitors, primary screen, cell lysate, luminescence | Heat shock protein HSP 90 (rabbit reticulocyte lysate; luciferase refolding) | Rabbit reticulocyte lysate, luciferase refolding luminescence, 3 h | inhibition, % at 5.6 µM | actives 0.91% (n = 290,000) | AID 1789, 2009;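 active means inhibition above the screen-wide mean plus 3 SD, computed separately per campaign, cut at about 16% in these data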;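 further: 0% = DMSO wells and 100% = 60 µM geldanamycin wells; inhibitors lower the luminescence because luciferase stays unfolded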
# HSF1 inh: HSF1 inhibitors in luciferase reporter cells, primary screen, cell-based, NIH3T3, luminescence. NIH3T3-HGL HSE-luciferase, MG132-induced, luminescence 8 h; active compounds read low. activity change, negative = inhibition, % at 7.5 µM (by protocol). actives 0.77% (n = 300,000). AID 2098, 2009;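 active means more than half of replicate wells show activity change below -50%, luminescence cut by over half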;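 further: luciferase reports HSF-1 transcriptional activity via heat shock element; 0% = median of DMSO wells and -100% = zero luminescence signal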
# * marks the source's active call; other numbers are inactive results; / = not tested or not shown.
# Every second line gives: GSK3beta inhib	HSF-1 act	Dyrk1A ADPGlo	Platelet DG rel	IEC-6 tox	aSyn 5UTR inh	KLF5 inh	GSK3A inh	HSP90 refold inh	HSF1 inh
- COC(=O)c1cccc(NC(=O)CSc2nnnn2C)c1
    5	7	-9	-5	2	-18	-3	0	0	3
- CC(=O)Nc1nc2nc(-c3ccccc3)cc(-c3ccccc3)n2n1
    2	16	-6	8	0	24	-56	-1	-3	8
- CCN(CC)S(=O)(=O)c1ccc(Cl)c(OC)c1
    -4	-7	-8	-1	2	10	-19	0	4	1
- COc1ccc2cc(C(C)=O)c(=O)oc2c1
    0	5	/	-2	0	2	-9	-1	-1	2
- COc1cc(-c2cc(N)n(S(=O)(=O)c3ccc(F)cc3)n2)cc(OC)c1OC
    -5	29	-2	-28	4	17	-13	1	-1	12
- CC(C)C[C@H](NC(=O)OC(C)(C)C)C(=O)N/N=C/C1=Cc2ccccc2OC1C (stereo partly specified)
    -12	9	6	3	4	7	-48	-1	-1	4
- O=C(NN=C1C2CC3CC1CC(Cl)(C3)C2)c1ccccn1
    -1	18	-3	3	0	-137	-67	/	3	18
- O=C(O)C1CCN(S(=O)(=O)c2cccc3nsnc23)CC1
    0	-27	-2	-4	-2	-18	11	0	-5	-4
- C#CCn1c(=NC(=O)c2cccs2)sc2cccc(OCC)c21
    0	-32	5	8	6	22	-21	3	0	-15
- Cc1ccccc1C(=O)N1N=C(c2ccc(NS(C)(=O)=O)cc2)CC1c1cccs1 (stereo unspecified)
    -6	-7	-3	11	2	0	10	0	2	-1
- N#Cc1ncccc1CCc1cccc(Cl)c1
    -1	5	1	-16	/	-29	/	0	/	0
- Cc1cnc2cc(Cl)ccc2c1SCC(=O)O
    -2	3	9	2	-1	7	-21	0	-1	-3
- CCc1ccccc1NC(=O)c1cc(-c2ccco2)on1
    4	16	14	-28	7	-48	-42	-2	1	-3
- O=C(CCNC(=O)c1ccc([N+](=O)[O-])cc1)Nc1ccc(F)cc1
    2	20	-1	-8	4	8	-26	0	9	1
- Cc1cc(Cl)ccc1NC(=S)NCC(C)C
    1	-6	0	-6	-2	14	-18	-2	4	-7
- CCCc1ncc(C(O)c2cccc(OC)c2)n1C (stereo unspecified)
    2	15	-3	2	-2	-4	-4	-7	3	-8
- CCN1C(=O)/C(=C\c2ccc3c(c2)OCO3)C(C(=O)OC)=C1C
    0	63*	1	-3	-1	-15	-3	0	0	26
- CCOc1c2ccc(C(=O)NC3CCCc4ccccc43)cc2nn1CC (stereo unspecified)
    3	-9	5	5	1	17	-22	-3	-1	-7
- Cn1c(SCC(=O)NC(=O)c2cccc([N+](=O)[O-])c2)nnc1-c1ccc(F)cc1
    0	-12	-3	3	0	14	-28	1	2	-8
- O=C(O)/C(=C\C(=O)c1ccccc1)Nc1ccccc1
    0	19	/	-1	-6	-91	-11	-1	9	22

# Molecules from the list above containing a carbonyl joined to an NH by a bond outside any ring, in the order listed:
# Every second line gives: GSK3beta inhib	HSF-1 act	Dyrk1A ADPGlo	Platelet DG rel	IEC-6 tox	aSyn 5UTR inh	KLF5 inh	GSK3A inh	HSP90 refold inh	HSF1 inh
- COC(=O)c1cccc(NC(=O)CSc2nnnn2C)c1
    5	7	-9	-5	2	-18	-3	0	0	3
- CC(=O)Nc1nc2nc(-c3ccccc3)cc(-c3ccccc3)n2n1
    2	16	-6	8	0	24	-56	-1	-3	8
- CC(C)C[C@H](NC(=O)OC(C)(C)C)C(=O)N/N=C/C1=Cc2ccccc2OC1C (stereo partly specified)
    -12	9	6	3	4	7	-48	-1	-1	4
- O=C(NN=C1C2CC3CC1CC(Cl)(C3)C2)c1ccccn1
    -1	18	-3	3	0	-137	-67	/	3	18
- CCc1ccccc1NC(=O)c1cc(-c2ccco2)on1
    4	16	14	-28	7	-48	-42	-2	1	-3
- O=C(CCNC(=O)c1ccc([N+](=O)[O-])cc1)Nc1ccc(F)cc1
    2	20	-1	-8	4	8	-26	0	9	1
- CCOc1c2ccc(C(=O)NC3CCCc4ccccc43)cc2nn1CC (stereo unspecified)
    3	-9	5	5	1	17	-22	-3	-1	-7
- Cn1c(SCC(=O)NC(=O)c2cccc([N+](=O)[O-])c2)nnc1-c1ccc(F)cc1
    0	-12	-3	3	0	14	-28	1	2	-8

# 3 entries already listed, sorted by their value in HSF1 inh, highest first:
canonical_smiles,HSF1 inh
CCN1C(=O)/C(=C\c2ccc3c(c2)OCO3)C(C(=O)OC)=C1C,26
O=C(CCNC(=O)c1ccc([N+](=O)[O-])cc1)Nc1ccc(F)cc1,1
C#CCn1c(=NC(=O)c2cccs2)sc2cccc(OCC)c21,-15

# More records.
# Every second line gives: GSK3beta inhib	HSF-1 act	Dyrk1A ADPGlo	Platelet DG rel	IEC-6 tox	aSyn 5UTR inh	KLF5 inh	GSK3A inh	HSP90 refold inh	HSF1 inh
- O=C(c1ccc(Cl)cc1)c1c[nH]c(C(=O)C(Cl)(Cl)Cl)c1
    1	2	2	6	0	22	1	0	1	16
- CC1=C(C(=O)OCc2ccc3c(c2)OCO3)C(c2cccc([N+](=O)[O-])c2)NC(=O)N1 (stereo unspecified)
    2	-36	-4	-7	0	32	-17	48	-4	-33
- Cc1nn2c(N3CCOCC3)c3c(nc2c1-c1ccccc1)CCCC3
    2	-3	-11	-1	2	-4	-6	-3	0	-5
- Cc1c(C)c2ccc(OCC(=O)N3CC[C@@]4(O)CCCC[C@H]4C3)cc2oc1=O
    -2	-6	2	-1	4	-11	-6	-1	-4	-4
- Cc1nn(-c2ccc(F)cc2)c(Cl)c1/C=C/C(=O)OCC(=O)Nc1c(F)c(F)c(F)c(F)c1F
    2	-3	1	-3	-4	17	-2	-2	1	-3
- CSc1nc(C)c2c(n1)N(c1cccc(C)c1)CC2
    -7	5	8	-54	0	20	0	1	0	-5
- O=C(CN1C(=O)C2C3C=CC(C3)C2C1=O)NCCC1=CCCCC1 (stereo unspecified)
    -1	-5	6	-13	-7	-8	-26	2	1	-2
- CN(C)C(=O)CCC(=O)N1CCCC(C(=O)c2ccc3c4c(cccc24)CC3)C1 (stereo unspecified)
    0	-8	8	-7	11	-24	-7	-2	1	-5
- NC(=O)NC(=O)CSc1cccc(C(F)(F)F)c1
    0	15	1	-12	-6	3	-52	2	-2	1
- N#Cc1ccc(OCC(=O)N/N=C(\CCC(=O)O)c2cccs2)cc1
    1	-10	/	1	-1	-6	-15	5	2	-4
- CC1c2cc3c(cc2CCN1C(=O)c1cccc(F)c1)OCCCO3 (stereo unspecified)
    3	-21	5	0	5	-69	-20	0	4	-8
- Cc1ccc(S(=O)(=O)NC(=O)NCc2ccc(Cl)cc2)cc1
    3	-16	7	1	-4	14	-18	-2	-4	3
- O=C(CSc1nnc(CNc2ccc(F)cc2)n1Cc1ccccc1)NCc1ccccc1
    /	13	4	-3	-8	-2	-26	-3	-1	6
- O=C(O)C1CCCCC1C(=O)Nc1ccccc1F (stereo unspecified)
    -1	-6	1	-5	-3	-2	-16	-1	1	-8
- COCCN(C(=O)CSc1nnc(-c2ccccc2F)o1)c1c(N)n(CC(C)C)c(=O)[nH]c1=O
    3	13	-6	-2	/	3	/	-4	/	5
- CCCn1c(C)c(C(=O)OCC)c(O)c(-c2ccccc2)c1=O
    -2	-2	/	6	/	-14	/	-5	/	2
- Cc1ccc(C)c(N2C(=O)CC(Cc3ccc(Br)cc3)C2=O)c1 (stereo unspecified)
    0	8	2	0	3	-3	-12	-2	0	3
- Cc1cnc(C(=O)Nc2ccccc2F)cn1
    -17	10	-2	30	-3	-91	-80	-1	-1	1
- COc1ccc(N2CCN(S(=O)(=O)c3cnc[nH]3)CC2)cc1
    1	0	0	-14	1	-1	-23	-5	3	-10
- COP(=O)(c1ccc(N(C)C)cc1)C(O)c1ccccc1 (stereo unspecified)
    2	-8	-4	-1	-5	7	-53	2	-2	10
- COc1ccc(S(=O)(=O)N(Cc2cccs2)C2CCCC2)cc1
    0	-10	4	-6	-6	7	8	-3	-1	-9
- COc1ccc(CN2CCSCC2)cc1O
    3	26	-1	-2	0	-17	-7	0	-2	2
- O=C(Cn1nc(Cc2cccnc2)c2ccccc2c1=O)Nc1cc(F)ccc1F
    0	7	-2	1	9	-3	-19	-1	-4	-9
- CCN(CC)S(=O)(=O)c1ccc(NC(=S)NC(=O)CC(C)C)cc1
    1	-15	-4	-2	1	-12	-22	-1	0	-4
- O=C(NN1CCCCC1)c1cnn2c(C(F)F)cc(-c3ccccc3)nc12
    -2	-4	1	1	-5	10	16	-2	0	-3
- CC(C)(C)c1ccc(OCC(=O)N(c2ccccn2)C2CCCCC2)cc1
    -3	2	0	-16	-8	-5	9	6	2	-1
- O=C(NCCSc1ccc(Br)cc1)c1ccc2nc[nH]c2c1
    0	8	5	1	2	-21	-43	1	0	-4
- COC(=O)c1ccccc1NC(=O)CSc1nnc(-c2cccnc2)n1N
    0	-3	-7	0	-3	-1	-20	-3	-1	-4
- COc1cccc(C2=NOC(C(=O)Nc3cc(OC)c(OC)c(OC)c3)C2)c1 (stereo unspecified)
    1	1	-8	7	2	8	-7	-2	1	-2
- CC(=O)Nc1ccc(S(=O)(=O)N2CCCc3ccccc32)cc1
    -2	-11	-13	-12	40*	-12	4	-1	2	-9
- CC(C)(C)c1ccc(OCc2ccc(C(=O)NN)o2)cc1
    -3	18	-1	-3	9	-107	-81	-2	15	6
- C=CCN1C(=O)C(Cc2ccc(C)cc2)S/C1=N/N=C/c1ccco1 (stereo unspecified)
    2	7	7	5	-2	16	-40	-5	-1	-3
- Cc1cc(NS(=O)(=O)c2ccc(NC(=O)c3cnc4scc(C)n4c3=O)cc2)nc(C)n1
    -10	5	3	-5	0	-38	-25	-2	-3	-1
- NS(=O)(=O)c1ccc(NC(=O)CCC(=O)c2ccc(Cl)s2)cc1
    3	31	1	-3	-6	8	-22	-1	-2	-4

# Not all compounds are listed; the hit share may differ from the screen's.
